Kir21 inh = inhibitors of mouse Kir2.1 inward-rectifier potassium channel. B-score at 10 µM. HEK293-Kir2.1, FluxOR thallium flux fluorescence; hits give low values. hit rate 0.85% among 310,000;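 active = fluorescence ratio B-score at or below minus 3 SD of library scores, with starting-brightness B-score within 2 SD, cut at about -4.2 in these data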;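 note: channel flux triggered by added potassium and thallium sulfate stimulus; B-score of peak minus minimum fluorescence over baseline after thallium stimulus; more negative B-score means stronger Kir2.1 block with less thallium influx; some compounds called inactive have numbers as strong as hits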
Target sequence (P35561 whole entry, looked up): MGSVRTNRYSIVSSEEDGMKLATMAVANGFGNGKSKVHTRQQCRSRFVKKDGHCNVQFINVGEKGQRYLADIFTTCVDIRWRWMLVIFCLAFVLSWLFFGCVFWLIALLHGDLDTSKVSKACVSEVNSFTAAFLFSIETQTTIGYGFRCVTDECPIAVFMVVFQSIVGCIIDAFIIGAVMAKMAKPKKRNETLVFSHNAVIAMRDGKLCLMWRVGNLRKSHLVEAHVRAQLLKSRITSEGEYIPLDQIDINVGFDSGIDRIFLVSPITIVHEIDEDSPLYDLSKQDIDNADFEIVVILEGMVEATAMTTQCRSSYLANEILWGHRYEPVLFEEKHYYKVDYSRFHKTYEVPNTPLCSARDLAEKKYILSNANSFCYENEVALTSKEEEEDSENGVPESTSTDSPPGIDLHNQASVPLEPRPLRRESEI
CHT inh = inhibitors of human choline transporter CHT | hit rate 0.86% among 310,000 | AID 488975, 2010 | CHT-expressing cells, membrane potential dye, choline response; hits give low values | High affinity choline transporter 1 (Homo sapiens), Q9GZV3 | B-score at 10 µM;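 active = B-score over 3 SD under the library average, and starting fluorescence ratio not unusually high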;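 note: choline stimulus applied at its EC90 after an EC20 pre-addition; B-score computed on integrated fluorescence ratio after choline addition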
Target sequence (Q9GZV3 whole entry, looked up): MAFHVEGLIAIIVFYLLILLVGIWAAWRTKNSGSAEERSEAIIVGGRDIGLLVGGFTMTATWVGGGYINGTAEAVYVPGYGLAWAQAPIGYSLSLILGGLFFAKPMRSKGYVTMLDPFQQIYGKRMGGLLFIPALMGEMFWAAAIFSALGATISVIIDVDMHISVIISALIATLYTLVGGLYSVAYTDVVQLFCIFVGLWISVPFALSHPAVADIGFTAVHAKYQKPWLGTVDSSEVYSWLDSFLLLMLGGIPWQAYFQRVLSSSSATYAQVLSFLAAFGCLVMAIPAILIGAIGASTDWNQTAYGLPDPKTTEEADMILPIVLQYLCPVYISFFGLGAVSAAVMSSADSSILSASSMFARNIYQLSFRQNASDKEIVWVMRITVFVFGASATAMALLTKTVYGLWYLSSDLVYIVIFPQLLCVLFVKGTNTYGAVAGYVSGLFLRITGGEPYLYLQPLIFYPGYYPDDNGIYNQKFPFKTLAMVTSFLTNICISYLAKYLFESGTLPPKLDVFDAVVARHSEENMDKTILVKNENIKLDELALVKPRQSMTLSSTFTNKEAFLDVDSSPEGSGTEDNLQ
KCNQ2 block = KCNQ2 potassium channel inhibitors, primary screen, cell-based, CHO-K1, FluxOR thallium flux, B-score (AID 2156). Potassium voltage-gated channel subfamily KQT member 2 (Rattus norvegicus), O88943. 20 min; hits give low values. B-score at 10 µM. hit rate 1.1% among 310,000;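 active = fluorescence ratio B-score at most minus 3 library SDs, with starting brightness B-score within 2 library SDs, cut at about -5.5 in these data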
The depositor's hits bear a star; i = inactive; / = no result given.

Kir21 inh | CHT inh | KCNQ2 block | Structure
-1.4 | i | i | CCN1CCN(P2(=O)C=C(c3ccccc3)OC(c3ccccc3)=C2)CC1
-3.3 | i | i | CCC1CCCCN1S(=O)(=O)c1ccccc1 (stereo unspecified)
-0.02 | i | i | CCOC(=O)c1cnc2cc(C)nn2c1C
1.3 | i | i | CCCC(=O)c1ccc(N2CCCC2)c(F)c1
-0.13 | i | i | CN(C)S(=O)(=O)Oc1ccc(C(=O)Nc2ccc([N+](=O)[O-])cc2)cc1
-0.75 | i | i | Cc1cc2ncn(C(=O)c3c(-c4ccccc4Cl)noc3C)c2cc1C
-0.16 | i | i | CN(C)C(=O)c1ccc2c(c1)C1C3CCC(C3)C1C(c1ccccc1)N2 (stereo unspecified)
-1.4 | i | i | O=C(CN(c1cccc(C(F)(F)F)c1)S(=O)(=O)c1ccc(Cl)c([N+](=O)[O-])c1)NCc1ccc(F)cc1
-0.61 | i | i | Cc1nc(NC(=O)CN2CC(C)OC(C)C2)sc1C(=O)N(C)C (stereo unspecified)
0.88 | i | i | COc1ccc(C(=O)CC(=O)c2ccc(C)cc2)c(O)c1
1.2 | i | i | CSc1ncccc1C(=O)OCC(=O)NC(C)C
0.68 | i | i | COCCN(C(=O)c1snc(C(N)=O)c1N)C(C(=O)NC1CCCCC1)c1cc(OC)c(OC)c(OC)c1 (stereo unspecified)
0.12 | i | i | COc1ccc(-c2nnn(CCc3nn[nH]n3)n2)cc1OC
0.84 | i | i | NNC(=O)C1CCN(S(=O)(=O)c2ccc(Cl)cc2)CC1
-0.92 | i | i | S=c1[nH]nc(-c2ccc(Cl)cc2Cl)n1-c1ccc(Cl)cc1
-0.02 | i | i | C=C(C)Cn1c(N2CC(C)CC(C)C2)nc2c1c(=O)[nH]c(=O)n2C (stereo unspecified)
1.3 | i | i | CC1(C)Cc2c(sc3nc(SCC(=O)O)nc(N)c23)CO1
-4.9 | i | i | CCC[C@@H](CN[C@@H](CNC)[C@H](C)CC)NCC1CCC(C(C)(C)C)CC1 (stereo partly specified)
0.83 | i | i | O=c1[nH]c(SCc2ccccc2)nc2ccsc12
-1.2 | i | i | CN(C)c1ccc(CN2CCCCCC2)cc1
-0.94 | i | i | CC(C)CC(NC(=O)C1CCC(C)CC1)C(=O)Nc1ccccn1 (stereo unspecified)
0.55 | i | i | COc1ccc(OC)c(NC(=O)C2CCCN(S(=O)(=O)c3ccc(-n4cnnn4)cc3)C2)c1 (stereo unspecified)
0.53 | i | i | O=C1CCc2cc(S(=O)(=O)NC(Cc3ccccc3)C(=O)NC3CCCC3)ccc2N1 (stereo unspecified)
-1.5 | i | i | COCCN1Cc2cccc(C(=O)Nc3ccc(C)cc3)c2C1=O
-2.2 | i | i | Cc1ccc(NC(=O)N2CCCC(C(=O)O)C2)cc1 (stereo unspecified)
-0.45 | i | i | Cc1ccccc1NC(=O)OCc1ccccc1
0.9 | i | i | COc1cc(S(=O)(=O)NC2CCCC2)ccc1F
0.68 | i | i | Cc1ccc(CNC(=O)CCC2CCCN(Cc3cc4ccccc4o3)C2)o1 (stereo unspecified)
1.4 | i | i | Cc1ccc(/C([O-])=C(/C(=S)NCc2ccco2)[n+]2ccccc2)cc1
-0.58 | i | i | COc1cccc(C(=O)N(CN2CCCC2=O)c2cccc(Cl)c2)c1

Entries of single compounds, looked up by structure.
Shown for Cc1ccc(/C([O-])=C(/C(=S)NCc2ccco2)[n+]2ccccc2)cc1 : Kir21 inh: 1.4; CHT inh: i; KCNQ2 block: i
Shown for NNC(=O)C1CCN(S(=O)(=O)c2ccc(Cl)cc2)CC1 : Kir21 inh: 0.84; CHT inh: i; KCNQ2 block: i

(listing goes on)
Kir21 inh | CHT inh | KCNQ2 block | Structure
0.06 | -6.1* | i | CCCCn1c(=O)[nH]c(=O)c2c1nc(Cn1ncc(Cl)c(Cl)c1=O)n2CCC
-1.6 | i | i | Cc1cc2ncn(CCOc3ccccc3C#N)c2cc1C
-0.22 | i | i | COc1cccc(NC(=O)Cn2cnc3c(oc4nc5c(cc43)CCCC5)c2=O)c1
1.1 | i | i | COC(=O)C(C)NC(=O)c1ccc(C(C)(C)C)cc1 (stereo unspecified)
0.12 | i | i | CC(=O)Nc1ccc(NC(=O)CSc2nnc(-c3cccnc3)o2)cc1
0.48 | i | i | Cn1c(O)c(N=NC(=N)N)c2ccccc21
2.1 | i | i | CS(=O)(=O)N(Cc1ccccc1)c1ccc(C(=O)Nc2ccccc2C(=O)O)cc1
-0.81 | i | i | CCOc1ccccc1CNC(=O)CNC(=O)c1cccs1
0.8 | i | i | Cc1ccc(S(=O)(=O)N2CCN(C(=O)COC(=O)CNC(=O)c3ccc(Cl)cc3Cl)CC2)cc1
0.33 | / | i | Cc1onc(-c2c(Cl)cccc2Cl)c1C(=O)Nc1c(C)n(C)n(-c2ccccc2)c1=O
-0.57 | i | i | COc1ccc(CCNC(=O)C23CN(Cc4ccccc4)CC2C(c2cccc([N+](=O)[O-])c2)=NO3)cc1 (stereo unspecified)
-0.94 | i | i | COc1ccc(CNC(=O)CN(C(=O)c2csnn2)c2ccc(F)cc2)cc1
-0.7 | i | i | Cn1c(SCCOc2cccc(Cl)c2)nnc1-c1ccncc1
0.86 | i | i | C#CCNC(=O)C1=C[C@H](c2coc3ccccc3c2=O)C[C@H](OCc2ccc(CO)cc2)O1
-0.75 | i | i | COc1cc(C(=O)N2CCCc3ccccc32)cc(OC)c1OC
1.5 | i | i | COc1cc2c(C#N)c(N3CCc4ccccc4C3)nc(N)c2c(N)n1
0.06 | i | i | O=C(CNC(=O)c1sc2ccccc2c1Cl)Nc1ccccc1F
0.03 | i | i | CCOC(=O)C1(CC2CCCCO2)CCN(Cc2cccnc2)CC1 (stereo unspecified)
-0.02 | i | i | CCOC(=O)c1c(NC(=O)CSc2nc3nc(C)cc(C)n3n2)sc(CC)c1C
-0.34 | i | i | COc1ccc(/C=C2\SC(=O)N(CC(=O)NNC(=O)c3ccccc3O)C2=O)cc1OC
-0.03 | i | i | COC(=O)c1cc2c(C)c(C)c3ccccn3c-2c1C(=O)OC
0.55 | i | i | COc1ccc(CNC(=O)C2=CC(c3ccc(OC)cc3)=NS(=O)(=O)N2C)cc1
-1.2 | i | i | O=C(C1Cc2ccccc2CN1S(=O)(=O)c1cccs1)N1CCCCC1 (stereo unspecified)
0 | i | i | Oc1ccc(C2C[C@H]3CC[C@@H]2C3)cc1O (stereo partly specified)
-1.1 | i | i | COc1ccc(/C=N\NC(=O)C2CCCC2)cc1Br
1.1 | i | i | CCOc1ccc(C2C(C(=O)c3cccs3)=C(O)C(=O)N2CCN2CCOCC2)cc1 (stereo unspecified)
1.6 | i | i | Cc1ccc(CN(Cc2cccnc2)C(=S)Nc2cc(Cl)ccc2C)cc1
1.6 | i | i | O=C(CCc1ccc(S(=O)(=O)NC2CCCCC2)cc1)NCc1cccnc1
1.3 | i | i | COc1ccc(C(=O)NC2CCN(CC(=O)Nc3cccc(C)c3)CC2)cc1OC
-0.61 | i | i | O=C(c1ccccc1)c1c[nH]c(C(=O)NNc2ccccc2)c1

Further compounds follow.
Kir21 inh | CHT inh | KCNQ2 block | Structure
-0.81 | i | i | O=C(O)C(CCCCN1C(=O)C2C3C=CC(C3)C2C1=O)N1C(=O)C2C3C=CC(C3)C2C1=O (stereo unspecified)
0.71 | i | i | COCCN(C(=O)Cn1nnc2ccccc21)C(C(=O)NC1CCCC1)c1ccc(OC)cc1OC (stereo unspecified)
0.76 | i | i | O=C(C[n+]1cc(-c2ccccc2)n2c1CCC2)N1c2ccccc2Sc2ccccc21
-2.3 | i | i | C(=C\c1nc(-c2ccccc2)no1)/c1ccccc1
-1.1 | i | i | COCCCNc1ncnc2c1sc1nc(-c3ccco3)c3c(c12)CC(C)(C)OC3
0.07 | i | i | CCOC(=O)c1ccc(NC(=O)CN2C(=O)CSC(C)C2=O)cc1 (stereo unspecified)
-0.45 | i | i | CCOC(=O)C1CCN(C(=O)CN(c2cccc(OC)c2)S(=O)(=O)c2ccccc2)CC1
0.5 | i | i | O=C(COC(=O)/C=C/c1ccccc1)NCc1ccccc1Cl
2 | i | i | NNc1nc2cccnc2n(CCNc2ncc(C(F)(F)F)cc2Cl)c1=O
-0.24 | i | i | CCOC(=O)C1CCN(CCC(=O)Nc2ccccc2)CC1
-0.05 | i | i | Nc1nc2c([N+](=O)[O-])cccc2s1
0.42 | i | i | CCc1ccc(S(=O)(=O)NC(CC(=O)O)c2ccccc2)cc1 (stereo unspecified)
1.5 | i | i | NS(=O)(=O)c1ccc(NC(=S)NC(=O)c2cccs2)cc1
-0.02 | i | i | O=C(Nc1ccc(N2CCOCC2)c(Cl)c1)c1cc(F)c(F)cc1Cl
1.6 | i | i | Cc1cccc[n+]1CC(=O)c1ccccc1
0.77 | i | i | CCCNC(=O)c1c(N)n(-c2ccc3c(c2)OCO3)c2nc3ccccc3nc12
0.01 | i | i | COc1ccccc1C(=O)Nc1ccc(NC(=O)c2ccco2)c(C)c1
-4.1 | i | i | O=C(CSc1ccc2ccccc2c1)NCCc1ccc(O)c(O)c1
0.61 | i | i | Cc1ccc(S(=O)(=O)CCC(=O)OCc2ccc(Cl)c(Cl)c2)cc1
0.14 | i | i | COc1cc(OC)cc(-n2nc(C(=O)N3CC(C)CC(C)C3)c3ccccc3c2=O)c1 (stereo unspecified)
0.07 | i | i | CC(C)n1nc(CC(=O)O)c2ccccc2c1=O
-0.38 | i | i | Cc1cc(C(=O)N/N=C/c2ccc3c(c2)OCO3)c(C)n1-c1ccc(F)cc1
-1.5 | i | i | O=C(Cc1cccs1)N/N=C/C=C\c1ccccc1[N+](=O)[O-]
-3.3 | i | i | CC(C)n1cc(CN2CCC(C(=O)Nc3cccc(-c4cccc(Cl)c4)c3)CC2)cn1
0.4 | i | i | CC(C)(C(=O)c1ccccc1)/[N+]([O-])=C/c1ccc(F)cc1
0.7 | i | i | Cc1ccc(S(=O)(=O)N(C)c2ccccc2C(=O)N2CCOCC2)cc1
-0.7 | i | i | Cc1ccc2cccc(NC(=S)NC(=O)c3ccn(C)n3)c2n1
-1.7 | i | i | COc1ccccc1NC(=O)C(C)Sc1nnnn1C (stereo unspecified)
-0.05 | i | i | CC(Oc1ccc(Br)cc1)C(=O)NNC(=O)CCN1CCN(c2ccccc2)CC1 (stereo unspecified)
-0.13 | i | i | CCNC(=S)NNc1nnc(-c2ccccc2)c(-c2ccccc2)n1

Later entries:
Kir21 inh | CHT inh | KCNQ2 block | Structure
-0.66 | i | i | O=c1[nH]c(O)c(/C=C2\C=Nc3ccccc32)[nH]1
0.06 | i | i | O=c1[nH]c(=O)n(Cc2ccccc2)c2nc(-c3cccs3)n(CCO)c12
-2.1 | i | i | CN(C)c1ccc(-c2ccccc2)nn1
1.1 | i | i | Cc1nc(/C(N)=N/OC(=O)c2ccccc2Cl)c(C(F)(F)F)o1
0.45 | i | i | Fc1ccc(-n2cc(-c3ccccc3)c3c(NN4CCOCC4)ncnc32)cc1
-2.9 | i | i | O=C(c1ccc(F)cc1)C1CCN(C(=O)c2c(F)cccc2F)CC1
-0.11 | i | i | Cn1c(=O)c2c(SCc3ccccn3)nc(C3CC3)nc2n(C)c1=O
-0.28 | i | i | O=C(/C=C/NNC(=O)c1ccccc1)c1ccc(Br)cc1
0.62 | i | i | CCOc1ccccc1NC(=O)c1cccc(NC(=O)C2CCCC2)c1
-0.07 | i | i | COc1ccc(C2CCCCCN2Cc2nc3ccccc3c(=O)n2CC(N)=O)cc1 (stereo unspecified)
-0.94 | i | i | CCc1noc(C)c1C(=O)OCC(=O)N(C)c1c(N)n(Cc2ccccc2)c(=O)[nH]c1=O
-0.01 | i | i | O=C(Cc1c(F)cccc1Cl)N(Cc1ccccc1)c1ccccn1
1.3 | i | i | Cc1cccc(N(CC(=O)N/N=C/c2ccccc2C(=O)O)S(C)(=O)=O)c1C
1.3 | i | i | Cc1cc(C(=O)OCC(=O)NCCC(C)C)c2ccccc2n1
-0.58 | i | i | Cc1ccc2c3c1C(=O)C(=O)N3C(C)(C)CC2C (stereo unspecified)
0.16 | i | i | CSc1cccc(NC(=S)NCCCO)c1
1.4 | i | i | CN1OC(CC(=O)O)N(c2ccc(Cl)cc2)C1=O (stereo unspecified)
1.4 | i | i | O=C(c1ccc(Cl)cc1)N1CCN(CCc2ccccn2)CC1
0.47 | i | i | Cc1c(NC(=O)c2cc(C3CC3)on2)c(=O)n(-c2ccccc2)n1C
0 | i | i | CCOC(=O)C1CCN(C(=O)c2cc(C(C)(C)C)nn2Cc2ccccc2)CC1
-0.26 | i | i | NNc1nc2sc3c(c2c(=O)[nH]1)CCc1ccccc1-3
0.22 | i | i | CSc1nnc(C)c(=O)n1COC(=O)COc1ccccc1F

Structural class: the entries above containing a COOH group.
Kir21 inh | CHT inh | KCNQ2 block | Structure
1.3 | i | i | CC1(C)Cc2c(sc3nc(SCC(=O)O)nc(N)c23)CO1
-2.2 | i | i | Cc1ccc(NC(=O)N2CCCC(C(=O)O)C2)cc1 (stereo unspecified)
2.1 | i | i | CS(=O)(=O)N(Cc1ccccc1)c1ccc(C(=O)Nc2ccccc2C(=O)O)cc1
-0.81 | i | i | O=C(O)C(CCCCN1C(=O)C2C3C=CC(C3)C2C1=O)N1C(=O)C2C3C=CC(C3)C2C1=O (stereo unspecified)
0.42 | i | i | CCc1ccc(S(=O)(=O)NC(CC(=O)O)c2ccccc2)cc1 (stereo unspecified)
0.07 | i | i | CC(C)n1nc(CC(=O)O)c2ccccc2c1=O
1.3 | i | i | Cc1cccc(N(CC(=O)N/N=C/c2ccccc2C(=O)O)S(C)(=O)=O)c1C
1.4 | i | i | CN1OC(CC(=O)O)N(c2ccc(Cl)cc2)C1=O (stereo unspecified)

Source: PubChem (Johns Hopkins Ion Channel Center)
